Assay outcomes (PubChem BioAssay)
hERG protect – compounds protecting human hERG from proarrhythmic drug block; AID 1511; activation (rescue from dofetilide block), less the hit threshold, % at 10 µM; CHO-hERG, FluxOR thallium flux, dofetilide IC70 present; 0.51% of 310,000 active; Q12809;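 active = activation above the mean of controls blocked by dofetilide plus 5 SD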;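 note: thallium influx through hERG after potassium depolarization seen as dye fluorescence rise; in these data hits start at about 4.7%; inactives centre near -7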
Target sequence (Q12809 whole entry, looked up): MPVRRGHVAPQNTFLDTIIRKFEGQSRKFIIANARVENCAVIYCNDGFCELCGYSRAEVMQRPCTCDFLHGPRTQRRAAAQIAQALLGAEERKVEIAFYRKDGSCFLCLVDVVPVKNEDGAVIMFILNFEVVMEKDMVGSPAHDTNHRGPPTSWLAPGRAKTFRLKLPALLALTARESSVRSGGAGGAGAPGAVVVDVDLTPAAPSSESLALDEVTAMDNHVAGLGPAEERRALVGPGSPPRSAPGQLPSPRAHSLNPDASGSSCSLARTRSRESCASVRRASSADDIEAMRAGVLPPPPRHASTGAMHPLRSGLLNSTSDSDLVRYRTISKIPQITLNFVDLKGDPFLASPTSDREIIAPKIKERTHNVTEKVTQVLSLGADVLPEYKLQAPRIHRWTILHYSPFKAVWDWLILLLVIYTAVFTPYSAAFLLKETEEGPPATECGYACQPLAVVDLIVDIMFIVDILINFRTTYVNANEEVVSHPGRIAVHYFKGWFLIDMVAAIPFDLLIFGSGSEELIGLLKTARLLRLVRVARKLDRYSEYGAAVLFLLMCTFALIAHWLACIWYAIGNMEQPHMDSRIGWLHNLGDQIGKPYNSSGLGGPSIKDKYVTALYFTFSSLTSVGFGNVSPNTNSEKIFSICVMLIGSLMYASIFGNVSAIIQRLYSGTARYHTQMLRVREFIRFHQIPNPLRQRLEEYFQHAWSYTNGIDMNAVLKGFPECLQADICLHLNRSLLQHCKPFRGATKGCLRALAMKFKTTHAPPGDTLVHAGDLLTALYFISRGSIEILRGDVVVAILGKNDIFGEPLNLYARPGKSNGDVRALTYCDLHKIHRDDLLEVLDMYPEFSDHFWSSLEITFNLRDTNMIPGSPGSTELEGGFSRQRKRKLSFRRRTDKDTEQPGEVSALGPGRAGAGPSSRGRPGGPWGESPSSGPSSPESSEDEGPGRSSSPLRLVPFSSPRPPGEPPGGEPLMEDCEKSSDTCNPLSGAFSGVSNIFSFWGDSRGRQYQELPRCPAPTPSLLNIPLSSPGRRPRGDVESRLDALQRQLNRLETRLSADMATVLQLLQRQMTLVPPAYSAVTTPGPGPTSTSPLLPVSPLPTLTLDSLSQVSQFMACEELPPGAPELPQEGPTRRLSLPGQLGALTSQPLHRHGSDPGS
KCNQ1 inh – human KCNQ1 channel inhibition; 1.3% of 310,000 active; AID 2642; B-score at 10 µM; CHO-K1 KCNQ1, FluxOR thallium flux fluorescence; stronger effect = higher value; P51787;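 active = compounds whose thallium flux B-score, printed positive for inhibition, exceeds three library SD while starting fluorescence stays within three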;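 note: channel opened by potassium depolarization with thallium stimulus after 20 min compound exposure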
ANO1 activ – activates or potentiates the mouse TMEM16A chloride channel; 0.3% of 340,000 active; HEK293 TMEM16A/YFP-H148Q/I152L, iodide quench fluorescence; stronger effect = lower value; AID 623877; B-score at 10 µM;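 active = fluorescence-ratio B-score plate-corrected deviation score at least 3 library SD below zero, with starting fluorescence score within 5 deviations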;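 note: channel opened by trigger with iodide after compound preincubation; score built on the fluorescence ratio of max minus min over baseline; more negative score means more quench and so TMEM16A activation or potentiation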
RGS4 act – RGS4 potentiation or activation; 0.92% of 310,000 active; AID 463111; HEK293 M3R/inducible RGS4, carbachol calcium flux Fluo4; stronger effect = lower value; B-score at 10 µM;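 active = B-score of the integrated calcium signal more than 4 SD below the library mean, with starting fluorescence not abnormally high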;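 note: negative B-score means reduced calcium response which marks RGS4 activation or potentiation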
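Material: M3R-expressing HEK293 line, RGS4 induced by doxycycline | Schedule: Overnight RGS4 induction, 30 min dye load 37 °C, 20 min compound RT | Measured by: Fluo4 fluorescence kinetic imaging of calcium | Read-out: Integrated calcium ratio converted to B score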
KCNQ1 pot – potentiates or activates the human KCNQ1 potassium channel | P51787 | CHO-K1 KCNQ1, thallium flux FluxOR fluorescence; stronger effect = higher value | B-score at 10 µM | 0.35% of 310,000 active | AID 2648;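 active = fluorescence ratio B-score, a plate-corrected score, at least three library SD, with initial intensity B-score within 5 SD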
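Material: CHO-K1 cells stably expressing KCNQ1. Medium: assay buffer for compound exposure, DMSO matched across wells. Reagent: K+/Tl+ depolarizing stimulus. Compound dosing: single-concentration screen. Times: 37 °C overnight plating, 90-min dark dye load, 20-min compound pretreatment. Technique: FluxOR Tl+ flux fluorescence.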
KCNK3 inh – human KCNK3 channel inhibition, primary screen | O14649 | CHO-KCNK3 thallium flux, FluxOR fluorescence; stronger effect = lower value | B-score at 10 µM | 0.84% of 340,000 active | AID 602410;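 active = B-score under library mean minus 4 SD, starting fluorescence ratio at most library mean plus 5 SD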;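 note: more negative B-score means stronger inhibition of thallium flux through KCNK3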
RGS4 block – human RGS4 inhibition. P49798. HEK293 M3R/RGS4 inducible, Fluo-4 calcium flux; stronger effect = higher value; triggered by carbachol at its EC20. B-score at 10 µM. 0.45% of 310,000 active. AID 463165;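 active = B-score, a plate-corrected calcium signal, over three deviations above library mean, with baseline fluorescence within five deviations of library mean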;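 note: RGS4 expression induced by doxycycline in cells with stable M3 receptor; B-score is computed from the integrated fluorescence ratio over baseline after carbachol; higher B-score means a larger calcium signal and so more RGS4 inhibition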
HDAC3 inh – inhibitors of human histone deacetylase 3; O15379; recombinant HDAC3, fluorogenic peptide/trypsin coupled, fluorescence; inhibition, % at 8.3 µM; 0.15% of 320,000 active; in the data active = inhibition above about 26%, passing the limit was not always enough
SKKanGAS inh – blocks kanamycin growth of S. pyogenes SKKanGAS strain; BacTiter-Glo, 6 h; inhibition, % at 7.5 µM; 1.3% of 300,000 active;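 active = mean replicate score, as percent of positive control median, at least 50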;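 note: strain carries kanamycin resistance gene driven by streptokinase promoter and grows in 40 µg/ml kanamycin; loss of luminescence reflects streptokinase promoter inhibition or plain growth inhibition; 0% = median of DMSO wells and 100% = positive control at its reference dose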
TMEM16A inh – mouse TMEM16A channel inhibition, primary screen; Q8BHY3; 1.2% of 310,000 active; normalized B-score (activity score, 25-100; higher = stronger inhibition) at 10 µM; AID 588511; HEK293 TMEM16A/YFP iodide influx fluorescence, ionomycin;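 active = ratio plate-corrected score three or more library SD toward inhibition, starting fluorescence score within five deviations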;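 note: score derived from kinetic fluorescence span divided by baseline fluorescence per well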
KCNK9 block – inhibitors of human KCNK9 two-pore domain potassium channel; HEK293 KCNK9, FluxOR thallium flux fluorescence; stronger effect = lower value; Q9NPC2; AID 488922; 1.2% of 310,000 active; B-score at 10 µM;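 active = ratio B-score over 3 SD below the library mean, with starting fluorescence within 5 SD of its mean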;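 note: negative B-score means less thallium flux so channel inhibition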
An asterisk follows results filed as active; i = inactive; x = no result given.

SMILES	hERG protect	KCNQ1 inh	ANO1 activ	RGS4 act	KCNQ1 pot	KCNK3 inh	RGS4 block	HDAC3 inh	SKKanGAS inh	TMEM16A inh	KCNK9 block
Cc1ccc(-c2noc(CCC(=O)Nc3cc(C)ccn3)n2)cc1	-5	i	i	i	i	i	i	-4	-14	i	i
CCCN(C(=O)Cn1ncc2c(=O)oc3ccccc3c21)c1cccc(C)c1	-13	i	i	i	i	i	i	4	4	i	i
O=C1CCc2ccc(NS(=O)(=O)c3ccc(F)cc3)cc2N1	-3	i	i	i	i	i	i	-10	-5	i	i
CCOC(=O)Nc1nc(C)c(C(=O)c2ccc(Cl)cc2)s1	0	i	i	i	i	i	i	-3	1	i	i
COc1ccc(-n2cccc2C=O)cc1	-9	i	i	i	i	i	i	0	0	i	i
O=C(NCc1n[nH]c(=S)n1-c1ccc(Cl)c(Cl)c1)c1ccco1	-8	i	i	i	i	i	i	-3	0	i	i
Cc1cc(C)c(S(=O)(=O)N2CCCOC2CNC(=O)C(=O)NCc2ccccn2)c(C)c1 (stereo not drawn)	-13	i	i	i	i	i	i	0	-17	i	i
Fc1cccc(Cl)c1CSc1nnnn1-c1ccc2c(c1)OCO2	2	i	i	i	i	i	i	5	-9	25*	i
CCn1c(=S)sc2c(=O)[nH]c(C)nc21	-9	i	i	i	i	i	i	1	4	i	i
O=C(COC(=O)[C@@H]1CCCN1C(=O)c1cccs1)Nc1ccc(F)cc1[N+](=O)[O-]	-13	i	i	i	i	i	i	3	-1	i	i
S=C(NC1CCCC1)NC1CC1	-12	i	i	i	i	i	i	-2	-4	i	i
CCCNC(=O)c1cccc(COc2ccccc2OC)c1	-4	i	i	i	i	i	i	-3	-17	i	i
Cc1cnc(C(=O)OCC(=O)c2csc(N3CCCCC3)n2)cn1	-11	i	i	i	i	i	i	1	-2	i	i
CCn1c(Cc2ccccc2)nnc1SCC(=O)Nc1ccc2c(c1)OCO2	-5	i	i	i	i	i	i	5	-9	i	i
CCc1ccc(NC(=O)c2c(C(=O)Nc3ccccc3)sc3nc(C)cc(=O)n23)cc1	-10	i	i	i	i	i	i	3	-1	i	i
COC(=O)c1ccccc1NC(=O)CSc1nnc(-c2cccnc2)n1N	-4	i	i	i	i	i	i	1	2	i	i
COc1ccc(-c2nc(CSCC(=O)NC3CC3)c(C)o2)cc1OC	-3	i	i	i	i	i	i	-6	0	i	i
O=C(COC(=O)c1ccc(Br)o1)NCCc1ccccc1	-15	i	i	i	i	i	i	-5	4	i	i
O=C(COC(=O)Cc1ccccc1[N+](=O)[O-])NCC1CCCCC1	-6	i	i	i	i	i	i	4	0	i	i
Cc1occc1C(=O)N(C)Cc1nc(-c2ccc(Cl)cc2)no1	-7	i	i	i	i	i	i	1	0	i	i
OCC[C@H]1C[C@H](O)[C@@H](O)[C@@]2(CCCO2)O1	-7	i	i	i	i	i	i	14	5	i	i
N#Cc1ccc(C(=O)Nc2ccc(N3CCN(C(=O)c4ccco4)CC3)cc2)c(F)c1	-7	i	i	i	i	i	i	-5	3	i	i
Nc1cc(Cl)ccc1C(=O)OCC(=O)NC1CCCCC1	-4	i	i	i	i	i	i	x	-1	i	i
O=C(CCNC(=O)c1ccc(Br)cc1)NNC(=O)C1COc2ccccc2O1 (stereo not drawn)	-8	i	i	i	i	i	i	0	7	i	i
COc1ccc(CN2C(=NC(=O)CCC3CCCC3)SC3CS(=O)(=O)CC32)cc1 (stereo not drawn)	-4	i	i	i	i	i	i	-6	-3	i	i
CCN1CCN(c2nc3c(C)cccn3c(=O)c2C=C(C#N)C#N)CC1	-5	i	i	i	i	i	i	-1	-2	i	i
C=CCn1c(SCC(=O)Nc2ccccc2OC)nc2c([nH]c3ccccc32)c1=O	-4	i	i	i	i	i	i	-10	10	i	i
Cc1ccc(NC(=O)CN(c2ccccc2F)S(C)(=O)=O)cc1	-9	i	i	i	i	i	i	3	9	i	i
CCCCn1c(SCC(=O)NCc2ccco2)nnc1-c1ccco1	-7	i	i	i	i	i	i	-1	-1	i	i
CCc1ccc(-c2cc(C)no2)cc1S(=O)(=O)NCCc1ccc(OC)c(OC)c1	-14	i	i	i	i	i	i	-1	5	100*	i
COc1ccc(N2CCN(C(=O)c3ccncc3)CC2)cc1	-5	i	i	i	i	i	i	0	4	i	i
O=C(CCN1C(=O)c2ccccc2C1=O)Nc1ccccn1	3	i	i	i	i	i	i	8	-8	i	i
CSCCC(NC=C1C(=O)OC(C)(C)OC1=O)C(=O)O (stereo not drawn)	-9	i	i	i	i	i	i	-2	-4	i	i
COc1ccc(C)cc1NC(=O)C(OC(=O)c1cc(C)oc1C)c1ccccc1 (stereo not drawn)	-9	i	i	i	i	i	i	7	13	i	i
CC1CCCCC12NC(=O)N(CC(=O)NC(=O)Nc1ccc3c(c1)OCCO3)C2=O (stereo not drawn)	-3	i	i	i	i	i	i	-2	10	i	i
CC(C)(C)C(=O)NC1(C(F)(F)F)N=C2SCCN2C1=O (stereo not drawn)	-5	i	i	i	i	i	i	-5	-3	i	i
Cn1c(CN2CCOCC2)nnc1SCC(=O)Nc1nccs1	-13	i	i	i	i	i	i	-7	-4	i	i
O=C(Nc1nc2c(F)cc(F)cc2s1)C1CC(=O)N(Cc2ccco2)C1 (stereo not drawn)	-14	i	i	i	i	i	i	0	-3	i	i
COc1ccc(CNC2CC(=O)N(C)C2=O)cc1 (stereo not drawn)	2	i	i	i	i	i	i	2	4	i	i
O=C1NC(=Nc2ccc(Cl)cc2)/C(=C/c2ccco2)S1	-13	i	i	i	i	i	i	6	7	i	i
CCOC(=O)C1CCN(C(=O)CN2C(=O)C(CC)Oc3ccccc32)CC1 (stereo not drawn)	3	i	i	i	i	i	i	1	-8	i	i
C=CCSc1nnc2nc3[nH]c4c(C)cccc4c3nn12	-12	i	i	i	i	i	i	0	4	i	i
Cc1sc2ncn(CC(=O)NCCCN3CCC(C)CC3)c(=O)c2c1S(=O)(=O)N1CCC(C)CC1	-5	i	i	i	i	i	i	-7	-1	i	i
O=C(NC(=S)Nc1ccc2c(c1)OCCO2)c1ccco1	-8	i	i	i	i	i	i	6	19	i	i
c1ccc2nc(N3CCOCC3)c(N3CCOCC3)nc2c1	-9	i	x	i	i	i	i	1	2	i	i

A draw from above in order of length of the SMILES, largest number first.
SMILES	hERG protect	KCNQ1 inh	ANO1 activ	RGS4 act	KCNQ1 pot	KCNK3 inh	RGS4 block	HDAC3 inh	SKKanGAS inh	TMEM16A inh	KCNK9 block
Cc1sc2ncn(CC(=O)NCCCN3CCC(C)CC3)c(=O)c2c1S(=O)(=O)N1CCC(C)CC1	-5	i	i	i	i	i	i	-7	-1	i	i
CCOC(=O)C1CCN(C(=O)CN2C(=O)C(CC)Oc3ccccc32)CC1 (stereo not drawn)	3	i	i	i	i	i	i	1	-8	i	i
O=C(CCN1C(=O)c2ccccc2C1=O)Nc1ccccn1	3	i	i	i	i	i	i	8	-8	i	i

Additional structures follow:
SMILES	hERG protect	KCNQ1 inh	ANO1 activ	RGS4 act	KCNQ1 pot	KCNK3 inh	RGS4 block	HDAC3 inh	SKKanGAS inh	TMEM16A inh	KCNK9 block
Nc1nnc(CSCc2ccc(Cl)cc2)s1	-2	i	i	i	i	i	i	-5	-5	i	i
O=C(N/N=C/c1ccc([N+](=O)[O-])s1)c1cccc(Br)c1	-9	i	i	i	i	i	i	-2	3	i	i
O=S(=O)(CC(c1ccccc1)N1CCCCC1)c1ccc(Cl)cc1 (stereo not drawn)	-7	i	i	i	i	i	i	-3	2	i	i
O=C(COc1ccc(Cl)cc1Cl)Nc1ccc(S(=O)(=O)NC2=NCCCCC2)cc1	-10	i	i	i	i	i	i	2	-5	i	i
COc1cc(S(=O)(=O)N2CCCCC2)c(OC)cc1Br	-13	i	i	i	i	i	i	6	-11	i	i
Brc1ccccc1-n1nnc(-c2nccs2)n1	-3	i	i	i	i	i	i	-3	-2	i	i
CCc1cc(=O)[nH]c(SCC(=O)NCC2CCCO2)n1 (stereo not drawn)	-7	i	i	i	i	i	i	1	-8	i	i
COc1cccc(Nc2nnc(SCC(=O)N3CC(C)OC(C)C3)s2)c1 (stereo not drawn)	-4	i	i	i	i	i	i	11	-18	i	i
OC1CCN(C(=S)NCCc2ccccc2)CC1	-4	i	i	i	i	i	i	5	6	i	i
Cc1nccn1CCN(C)Cc1cn(Cc2ccccc2)nc1-c1ccc2c(c1)OCO2	-14	i	i	i	i	i	i	-1	2	i	i
COc1cc2cnc(Cl)nc2cc1OC	-4	i	i	i	i	i	i	2	-5	i	i
Cc1ccc(C(=O)NC2CCCC(C)C2C)cc1S(=O)(=O)N1CCCCC1 (stereo not drawn)	-10	i	i	i	i	i	i	-8	-8	i	i
CC(=O)c1ccc(NC(=O)CN2C(=O)COc3ccc(S(=O)(=O)N4CCCC4)cc32)cc1	-6	i	i	i	i	i	i	5	-3	i	i
COc1ccc(N2C(=O)/C(=C\c3ccco3)N=C2SCC(=O)N(C(C)C)C(C)C)cc1Cl	-6	i	i	i	i	i	i	1	2	i	i
COc1ccc(OCc2nnc(SCC(=O)NC3CC3)n2C)cc1	-8	i	i	i	i	i	i	5	-14	i	i
O=C1CC(SC2=NCCS2)C(=O)N1c1ccc(Cl)cc1 (stereo not drawn)	-9	i	i	i	i	i	i	0	1	i	i
Cn1c(C(=O)N2CCC(C(=O)N3CCN(Cc4ccc5c(c4)OCO5)CC3)CC2)cc2sccc21	-19	i	i	i	i	i	i	-4	1	i	i
O=C(COc1cccc2ccccc12)NNC(=O)c1cccs1	-6	i	i	i	i	i	i	-1	-6	i	i
CCCNC(=O)COC(=O)/C=C/c1ccc(C)o1	-12	i	i	i	i	i	i	7	-7	i	i
Cc1ccc(C(=O)N/N=C\c2cc3c(cc2Br)OCO3)s1	-8	i	i	i	i	i	i	-3	9	i	i
CCOC(=O)C(NC(=O)CC)(Nc1ccc(S(=O)(=O)Nc2cc(C)on2)cc1)C(F)(F)F (stereo not drawn)	-3	i	i	i	i	i	i	-4	5	i	i
CCOC(=O)C1CCCN(CC(=O)Nc2nc(-c3ccccc3)cs2)C1 (stereo not drawn)	-10	i	i	i	i	i	i	2	2	i	i
CN(C(=O)C(=O)c1cn(CC(=O)N2CCCC2)c2ccccc12)C1CCCCC1	0	i	i	i	i	i	i	15	33	i	i
CCCOC(=O)C(C)n1cnc2scc(-c3ccc(C)cc3)c2c1=O (stereo not drawn)	-3	9*	i	i	i	i	i	-2	-3	i	i
